West Nile virus CPE = West Nile virus antiviral activity, cell-based, CPE readout (AID 1621); 290,000 compounds, 0.02% hits; CPE inhibition, % at 10 µM, or IC50 in µM where a hit was titrated; West Nile virus-infected cells, CPE inhibition; higher % means a stronger effect; in the data active means a potency from the dose series; further: strong numbers were not always called active
T cell HTS = T cell immune modulators affecting CD8 T cell-vesicle binding; 2C CD8+ T cell-vesicle binding, flow cytometry; hits give low values; calls only at 7 µM; 330,000 compounds, 0.068% hits;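 active means response, share of CD8 T cells binding vesicles, and their 90th percentile fluorescence all below set limits, cut at about 80% in these data, passing the limit was not always enough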
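Assay system: 2C TCR transgenic mouse naive CD8+ T cells, MACS-purified | Read-out: CD8+ gate FL2 mean fluorescence as % of same-row positive control | Signal: High-throughput flow cytometry with anti-B7-1 and anti-CD8 staining | Timing: Binding step 1.5 h, 37 °C, antibody labelling 20 min, ice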
KOR beta-arrestin-1 = kappa opioid receptor blockers – cell-based, luminescence, uHTS (AID 1778) | KOR beta-arrestin recruitment, luminescence, antagonist mode; higher % means a stronger effect | inhibition, % at 10 µM, or IC50 in µM where a hit was titrated | 290,000 compounds, 0.091% hits; in the data active means inhibition above about 50%; further: strong numbers were not always called active
GPR55 beta-arrestin = selective activators of receptor GPR55 – imaging, U2OS cells, beta-arrestin-GFP redistribution, primary screen (AID 1961); U2OS GPR55 beta-arrestin-GFP redistribution imaging; higher % means a stronger effect; activation, % at 10 µM, or EC50 in µM where a hit was titrated; 290,000 compounds, 0.048% hits;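 active means activation above 40% with more than 50 cells counted in the well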;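 further: U2OS osteosarcoma cells stably expressing GPR55 and beta-arrestin-GFP; plate controls were DMSO negative control for no effect and LPI positive control for full effect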
PhoP inhibition = PhoP-dependent GFP reporter repression – Salmonella Typhimurium, primary screen (AID 1863); one-dose inhibition, % at 50 µM; IC50 in µM for titrated hits; S. Typhimurium PhoP-regulated promoter GFP reporter, 4 h; higher % means a stronger effect; 300,000 compounds, 0.16% hits;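 active means inhibition over 29.93%, a cutoff 3 SD above the screen mean, later confirmed by dose response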;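 further: 0% = low Mg2+ inducing control and 100% = high Mg2+ repressing control; strong numbers were not always called active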
GPR35 antagonists = GPR35 antagonists blocking zaprinast-driven arrestin recruitment, primary screen, imaging, U2OS, beta-arrestin-GFP, zaprinast agonist (AID 2058). U2OS GPR35 beta-arrestin-GFP translocation imaging, zaprinast antagonism; higher % means a stronger effect. inhibition, % at 10 µM; hits with a dose series show IC50 in µM. 290,000 compounds, 0.052% hits;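 active means inhibition of at least 50% with at least 30 cells and total cytoplasm GFP at most 10,000,000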
NTR1 ag = agonists of NTR1, primary screen, imaging, U2OS cells, beta-arrestin-GFP, high content (AID 493036); 330,000 compounds, 0.17% hits; P30989; activation, % at 20 µM; NTR1-U2OS beta-arrestin-GFP spot imaging, agonist mode;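 active means activation at or above 40% of the spot to cytoplasm intensity ratio, with at least 20 cells analyzed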;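 further: 0% = DMSO without peptide and 100% = 100 nM NTR1 peptide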
Target sequence (P30989 whole entry, looked up): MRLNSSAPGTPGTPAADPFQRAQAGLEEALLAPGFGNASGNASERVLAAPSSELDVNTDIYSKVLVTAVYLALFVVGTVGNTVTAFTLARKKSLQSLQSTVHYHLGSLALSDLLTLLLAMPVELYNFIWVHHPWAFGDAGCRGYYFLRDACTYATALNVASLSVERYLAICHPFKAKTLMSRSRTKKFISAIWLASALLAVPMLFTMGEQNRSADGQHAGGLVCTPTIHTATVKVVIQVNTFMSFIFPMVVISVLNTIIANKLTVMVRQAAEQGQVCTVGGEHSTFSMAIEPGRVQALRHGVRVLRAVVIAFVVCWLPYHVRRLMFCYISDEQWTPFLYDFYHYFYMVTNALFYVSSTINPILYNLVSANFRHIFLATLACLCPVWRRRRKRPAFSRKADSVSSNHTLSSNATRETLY
GPR55 LPI antagonism = GPR55 antagonists blocking LPI-driven arrestin recruitment, primary screen, imaging, U2OS, beta-arrestin-GFP, LPI agonist (AID 2013); U2OS GPR55 beta-arrestin-GFP translocation imaging, LPI antagonism; higher % means a stronger effect; inhibition, % at 10 µM, or IC50 in µM where a hit was titrated; 290,000 compounds, 0.13% hits;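 active means spots per cell inhibited over 60%, with over 100 cells counted and total cytoplasm intensity under 500,000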;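 further: U2OS cells stably carrying GPR55 and arrestin-GFP stimulated by 5 µM LPI near EC80; imaged beta-arrestin-GFP aggregate spots per cell after agonist stimulation; plate controls were LPI-stimulated DMSO wells for no effect and DMSO wells without LPI for full effect; some results filed as inactive read as strong as hits; confirmed hits need IC50 under 10 µM and bright autofluorescent wells are also inconclusive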
KOR beta-arrestin-2 = kappa opioid receptor activators – cell-based, luminescence, uHTS, primary screen (AID 1777); KOR beta-arrestin recruitment, luminescence; higher % means a stronger effect; activation, % at 10 µM; hits with a dose series show EC50 in µM; 280,000 compounds, 0.02% hits; in the data active means activation above about 50%, passing the limit was not always enough; further: a part of the inactive calls stands beside numbers as strong as those of hits
T cell HTS vesicle-bound % = further read-out of T cell HTS, marked with its call; double positive events, %; measured here: CD8+ vesicle-bound cell fraction;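 binding gate set so that unloaded-vesicle control wells show 10% double positive cells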
NTR1 ag cell count 20 µM = recorded beside NTR1 ag, whose call it bears; cell count; measured here: cell count, cytotoxicity flag
* marks the source's active call; other numbers are inactive results; [ ] = dose if it differs, or a comment.

Screening CCSc1ccccc1C(=O)NCc1ccc(S(N)(=O)=O)cc1 returned West Nile virus CPE 0.0%, T cell HTS inactive, KOR beta-arrestin-1 20.0%, GPR55 beta-arrestin -0.2%, PhoP inhibition -4.6%, GPR35 antagonists -2.2%, NTR1 ag -0.9, GPR55 LPI antagonism 12.9%, KOR beta-arrestin-2 -0.7%, T cell HTS vesicle-bound % 19.4 and NTR1 ag cell count 20 µM 59.
Screening COC(=O)c1ccc(NC(=O)C(=O)c2cn(CC(=O)N3CCOCC3)c3ccccc23)cc1 returned West Nile virus CPE -0.1%, T cell HTS inactive, KOR beta-arrestin-1 -7.1%, GPR55 beta-arrestin 0.0%, PhoP inhibition -10.7%, GPR35 antagonists 13.4%, NTR1 ag -0.5, GPR55 LPI antagonism 14.2%, KOR beta-arrestin-2 0.4%, T cell HTS vesicle-bound % 13.7 and NTR1 ag cell count 20 µM 63.
Cc1ccc(S(=O)(=O)N(C)C)cc1NC(=O)COC(=O)c1ccc(Cl)cc1 was read as West Nile virus CPE 0.0%, T cell HTS inactive, KOR beta-arrestin-1 -3.6%, GPR55 beta-arrestin -0.6%, PhoP inhibition 10.5%, GPR35 antagonists -12.4%, NTR1 ag 0.3, GPR55 LPI antagonism -4.0%, KOR beta-arrestin-2 0.4%, T cell HTS vesicle-bound % 35.3 and NTR1 ag cell count 20 µM 64.
For Cn1cnc([N+](=O)[O-])c1NCc1ccccc1 the results were West Nile virus CPE 0.2%, T cell HTS inactive, KOR beta-arrestin-1 7.1%, GPR55 beta-arrestin -0.1%, PhoP inhibition -9.3%, GPR35 antagonists 6.3%, NTR1 ag -1.6, GPR55 LPI antagonism 12.4%, KOR beta-arrestin-2 1.3%, T cell HTS vesicle-bound % 4.9 and NTR1 ag cell count 20 µM 46.
For CCn1c(NC(=O)c2cccc(Cn3cc(Cl)cn3)c2)nc2ccccc21 the results were West Nile virus CPE -0.6%, T cell HTS inactive, KOR beta-arrestin-1 -14.7%, GPR55 beta-arrestin -0.4%, PhoP inhibition -12.2%, GPR35 antagonists -16.5%, NTR1 ag 5.8, GPR55 LPI antagonism -2.5%, KOR beta-arrestin-2 -1.5%, T cell HTS vesicle-bound % 33.3 and NTR1 ag cell count 20 µM 84.
CCCCOC(=O)C1=C(C)NC(=O)NC1c1ccc([N+](=O)[O-])s1 (centres undefined) was read as West Nile virus CPE 0.2%, T cell HTS inactive, KOR beta-arrestin-1 3.7%, GPR55 beta-arrestin -0.2%, PhoP inhibition -11.8%, GPR35 antagonists 1.9%, NTR1 ag -0.4, GPR55 LPI antagonism 5.8%, KOR beta-arrestin-2 -1.4%, T cell HTS vesicle-bound % 37.9 and NTR1 ag cell count 20 µM 66.
`O=c1ccc2cc(S(=O)(=O)N3CCN(c4ccccc4)CC3)ccc2o1` gave West Nile virus CPE -0.4%, T cell HTS inactive, KOR beta-arrestin-1 12.4%, GPR55 beta-arrestin -0.1%, PhoP inhibition 2.9%, GPR35 antagonists 7.7%, NTR1 ag 0.6, GPR55 LPI antagonism -2.7%, KOR beta-arrestin-2 3.6%, T cell HTS vesicle-bound % 45.7 and NTR1 ag cell count 20 µM 38.
CC(=O)Nc1nc2ccccc2n1CCOc1ccccc1Cl was read as West Nile virus CPE -1.3%, T cell HTS inactive, KOR beta-arrestin-1 38.4%, GPR55 beta-arrestin -0.1%, PhoP inhibition 3.2%, GPR35 antagonists 7.8%, NTR1 ag -2.1, GPR55 LPI antagonism 4.9%, KOR beta-arrestin-2 -5.1%, T cell HTS vesicle-bound % 26.4 and NTR1 ag cell count 20 µM 71.
Screening Cc1nc2c(n1C1CCCCC1)C(=O)c1ccccc1C2=O returned T cell HTS inactive, KOR beta-arrestin-1 -26.8%, GPR55 beta-arrestin -0.1%, PhoP inhibition 2.9%, GPR35 antagonists -8.4%, NTR1 ag 4.5, GPR55 LPI antagonism -21.7%, KOR beta-arrestin-2 8.7%, T cell HTS vesicle-bound % 53.3 and NTR1 ag cell count 20 µM 76.
CC1CCN(C(=O)CN2C(=O)C(=O)c3ccccc32)CC1 was read as West Nile virus CPE 0.1%, T cell HTS inactive, KOR beta-arrestin-1 -12.6%, GPR55 beta-arrestin -0.1%, PhoP inhibition 7.8%, GPR35 antagonists -9.5%, NTR1 ag -0.7, GPR55 LPI antagonism 1.3%, KOR beta-arrestin-2 1.4%, T cell HTS vesicle-bound % 34.2 and NTR1 ag cell count 20 µM 57.
Screening Cc1ccc(-c2nc3c(c(SCC(=O)N4CCOCC4)n2)COC(C)(C)C3)cc1 returned West Nile virus CPE -0.5%, T cell HTS inactive, KOR beta-arrestin-1 -25.2%, GPR55 beta-arrestin -0.1%, PhoP inhibition -7.3%, GPR35 antagonists -13.1%, NTR1 ag 1.2, GPR55 LPI antagonism 1.9%, KOR beta-arrestin-2 10.8%, T cell HTS vesicle-bound % 35.4 and NTR1 ag cell count 20 µM 56.
Screening COC(=O)c1sc(NC(=O)COc2ccccc2)nc1C returned T cell HTS inactive, KOR beta-arrestin-1 -44.4%, GPR55 beta-arrestin -0.2%, PhoP inhibition -8.1%, GPR35 antagonists 13.4%, NTR1 ag -2.8, GPR55 LPI antagonism -5.9%, KOR beta-arrestin-2 -1.5%, T cell HTS vesicle-bound % 40.2 and NTR1 ag cell count 20 µM 34.
For O=C(Nc1cc([N+](=O)[O-])ccc1N1CCCC1)c1ccccc1 the results were West Nile virus CPE 0.2%, T cell HTS inactive, KOR beta-arrestin-1 -9.4%[20 µM], GPR55 beta-arrestin -0.1%, PhoP inhibition -6.8%, GPR35 antagonists -2.8%, NTR1 ag 2.3, GPR55 LPI antagonism -6.0%, KOR beta-arrestin-2 -5.6%, T cell HTS vesicle-bound % 31.6 and NTR1 ag cell count 20 µM 31.
CCOC(=O)Cc1csc(NC(=O)C(C)(C)C)n1 was read as West Nile virus CPE 0.0%, T cell HTS inactive, KOR beta-arrestin-1 36.1%, GPR55 beta-arrestin -0.1%, PhoP inhibition -12.2%, GPR35 antagonists -3.6%, NTR1 ag 3.3, GPR55 LPI antagonism 0.5%, KOR beta-arrestin-2 -1.8%, T cell HTS vesicle-bound % 43.7 and NTR1 ag cell count 20 µM 49.
Screening CC(C)CN(C(=O)CN1CCCCCC1)c1c(N)n(CC(C)C)c(=O)[nH]c1=O returned West Nile virus CPE 0.3%, T cell HTS inactive, KOR beta-arrestin-1 41.2%, GPR55 beta-arrestin -0.4%, PhoP inhibition 4.5%, GPR35 antagonists 9.8%, NTR1 ag 0.2, GPR55 LPI antagonism 5.6%, KOR beta-arrestin-2 1.4%, T cell HTS vesicle-bound % 7.5 and NTR1 ag cell count 20 µM 35.
CCOC(=O)C1CCCN(C2CC(=O)N(c3ccc(C)c(C)c3)C2=O)C1 (centres undefined) was read as West Nile virus CPE 0.0%, T cell HTS inactive, KOR beta-arrestin-1 7.3%, GPR55 beta-arrestin -0.1%, PhoP inhibition -0.8%, GPR35 antagonists 13.0%, NTR1 ag -1.0, GPR55 LPI antagonism 9.8%, KOR beta-arrestin-2 -2.2%, T cell HTS vesicle-bound % 44.8 and NTR1 ag cell count 20 µM 42.
Cc1ccc(C2=NN=C(NC(=O)CSc3nc(C)cc(C)n3)SC2)cc1 was read as West Nile virus CPE -0.1%, T cell HTS inactive, KOR beta-arrestin-1 6.2%, GPR55 beta-arrestin -0.1%, PhoP inhibition -5.7%, GPR35 antagonists -10.5%, NTR1 ag 3.6, GPR55 LPI antagonism 0.2%, KOR beta-arrestin-2 -1.5%, T cell HTS vesicle-bound % 43.7 and NTR1 ag cell count 20 µM 52.
For Cc1ccc(C(=O)N/C(=C\c2ccccc2)C(=O)NCCCn2ccnc2)cc1 the results were West Nile virus CPE -0.4%, T cell HTS inactive, KOR beta-arrestin-1 -8.2%[20 µM], GPR55 beta-arrestin -0.1%, PhoP inhibition 5.3%, GPR35 antagonists 2.8%, NTR1 ag 2.9, GPR55 LPI antagonism 1.0%, T cell HTS vesicle-bound % 45.5 and NTR1 ag cell count 20 µM 94.
`CC[n+]1c(/C=C(/C)SC)sc2ccccc21` gave West Nile virus CPE 1.2%, T cell HTS inactive, KOR beta-arrestin-1 -1.6%, GPR55 beta-arrestin 0.4%, PhoP inhibition 0.3%, GPR35 antagonists 7.4%, NTR1 ag 1.7, GPR55 LPI antagonism 12.3%, KOR beta-arrestin-2 -2.3%, T cell HTS vesicle-bound % 40.9 and NTR1 ag cell count 20 µM 64.
Screening CN(Cc1nccn1C)C(=O)c1ccc(OC2CCN(CCc3ccccc3)CC2)cc1 returned West Nile virus CPE -0.9%, T cell HTS inactive, KOR beta-arrestin-1 -1.4%, GPR55 beta-arrestin 0.2%, PhoP inhibition 5.8%, GPR35 antagonists -2.9%, NTR1 ag -0.2, GPR55 LPI antagonism 3.1%, KOR beta-arrestin-2 3.3%, T cell HTS vesicle-bound % 63.9 and NTR1 ag cell count 20 µM 43.
`CCOC(=O)C1CCCN(c2c(NCCN3CCCCC3CC)c(=O)c2=O)C1` (centres undefined) gave West Nile virus CPE 0.0%, T cell HTS inactive, KOR beta-arrestin-1 9.3%, GPR55 beta-arrestin 0.3%, PhoP inhibition -6.0%, GPR35 antagonists -6.1%, NTR1 ag -0.7, GPR55 LPI antagonism 9.3%, KOR beta-arrestin-2 -7.5%, T cell HTS vesicle-bound % 46.0 and NTR1 ag cell count 20 µM 89.
For NC(=O)c1cc([N+](=O)[O-])ccc1NCCN1C(=O)c2ccccc2C1=O the results were West Nile virus CPE 1.5%, T cell HTS inactive, KOR beta-arrestin-1 -0.5%, GPR55 beta-arrestin 0.7%, PhoP inhibition -0.2%, GPR35 antagonists -10.8%, NTR1 ag -0.2, GPR55 LPI antagonism 0.1%, KOR beta-arrestin-2 -5.3%, T cell HTS vesicle-bound % 65.9 and NTR1 ag cell count 20 µM 38.

Retrieved by structure from the list above:
For Cn1cnc([N+](=O)[O-])c1NCc1ccccc1 the results were West Nile virus CPE 0.2%, T cell HTS inactive, KOR beta-arrestin-1 7.1%, GPR55 beta-arrestin -0.1%, PhoP inhibition -9.3%, GPR35 antagonists 6.3%, NTR1 ag -1.6, GPR55 LPI antagonism 12.4%, KOR beta-arrestin-2 1.3%, T cell HTS vesicle-bound % 4.9 and NTR1 ag cell count 20 µM 46.
Screening COC(=O)c1ccc(NC(=O)C(=O)c2cn(CC(=O)N3CCOCC3)c3ccccc23)cc1 returned West Nile virus CPE -0.1%, T cell HTS inactive, KOR beta-arrestin-1 -7.1%, GPR55 beta-arrestin 0.0%, PhoP inhibition -10.7%, GPR35 antagonists 13.4%, NTR1 ag -0.5, GPR55 LPI antagonism 14.2%, KOR beta-arrestin-2 0.4%, T cell HTS vesicle-bound % 13.7 and NTR1 ag cell count 20 µM 63.
